RGS4 act: potentiators or activators of RGS4; AID 463111; B-score at 10 µM; HEK293 M3R/inducible RGS4, carbachol calcium flux Fluo4; hits give low values; actives 0.92% (n = 310,000);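 active = B-score of the integrated calcium signal more than 4 SD below the library mean, with starting fluorescence not abnormally high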;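 also: negative B-score means reduced calcium response which marks RGS4 activation or potentiation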
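Assay system: HEK293 FlpIn-TREx cells, stable M3R, doxycycline-inducible RGS4 / Probe or stimulus: carbachol, ECmax concentration / Times: overnight RGS4 induction, 30 min dye load 37 °C, 20 min compound RT / Signal: kinetic calcium fluorescence imaging with Fluo4-AM dye, 2 µM / Measure: Agonist-evoked peak-minus-minimum fluorescence over baseline, integrated ratio, B score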
Dyrk1A ADPGlo: Dyrk1A (rat) kinase inhibition. ADP-Glo luminescence, NFATc1 peptide. inhibition, % at 12.5 µM. actives 0.43% (n = 310,000); in the data active = inhibition above about 50%;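 also: plate controls were vehicle with enzyme for no effect and no enzyme for full effect; many of its hits are not listed in these tables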
GSK3beta inhib: human GSK3beta kinase inhibition; activity score (negative = inhibition), % at 10 µM; actives 0.038% (n = 300,000); GST-GSK3beta kinase, ADP-Glo luminescence, 60 min; hits give low values;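 active = more than half of replicate wells score below -50%, meaning over 50% inhibition versus plate controls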;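 also: 0% = median DMSO wells and -100% = median GW8510 positive control wells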
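Assay system: GST-tagged human GSK3beta kinase, cell-free; Input: 1.6 ng GSK3beta; Medium: Tris/MgCl2 kinase buffer; Timing: 60 min enzyme reaction, room temperature; Signal: ADP-Glo luminescence quantifying ADP generated by kinase; Evaluation: score relative to plate controls; Benchmarks: DMSO neutral wells and GW8510 at 20 µM as positive.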
hERG protect: shields human hERG channel from block by proarrhythmic agents | Q12809 | CHO-hERG, FluxOR thallium flux, dofetilide IC70 present | activation (rescue from dofetilide block), less the hit threshold, % at 10 µM | actives 0.51% (n = 310,000) | AID 1511;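 active = activation above the mean of controls blocked by dofetilide plus 5 SD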;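 also: thallium influx through hERG after potassium depolarization seen as dye fluorescence rise; in these data hits start at about 4.7%; inactives centre near -7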
Target sequence (Q12809 whole entry, looked up): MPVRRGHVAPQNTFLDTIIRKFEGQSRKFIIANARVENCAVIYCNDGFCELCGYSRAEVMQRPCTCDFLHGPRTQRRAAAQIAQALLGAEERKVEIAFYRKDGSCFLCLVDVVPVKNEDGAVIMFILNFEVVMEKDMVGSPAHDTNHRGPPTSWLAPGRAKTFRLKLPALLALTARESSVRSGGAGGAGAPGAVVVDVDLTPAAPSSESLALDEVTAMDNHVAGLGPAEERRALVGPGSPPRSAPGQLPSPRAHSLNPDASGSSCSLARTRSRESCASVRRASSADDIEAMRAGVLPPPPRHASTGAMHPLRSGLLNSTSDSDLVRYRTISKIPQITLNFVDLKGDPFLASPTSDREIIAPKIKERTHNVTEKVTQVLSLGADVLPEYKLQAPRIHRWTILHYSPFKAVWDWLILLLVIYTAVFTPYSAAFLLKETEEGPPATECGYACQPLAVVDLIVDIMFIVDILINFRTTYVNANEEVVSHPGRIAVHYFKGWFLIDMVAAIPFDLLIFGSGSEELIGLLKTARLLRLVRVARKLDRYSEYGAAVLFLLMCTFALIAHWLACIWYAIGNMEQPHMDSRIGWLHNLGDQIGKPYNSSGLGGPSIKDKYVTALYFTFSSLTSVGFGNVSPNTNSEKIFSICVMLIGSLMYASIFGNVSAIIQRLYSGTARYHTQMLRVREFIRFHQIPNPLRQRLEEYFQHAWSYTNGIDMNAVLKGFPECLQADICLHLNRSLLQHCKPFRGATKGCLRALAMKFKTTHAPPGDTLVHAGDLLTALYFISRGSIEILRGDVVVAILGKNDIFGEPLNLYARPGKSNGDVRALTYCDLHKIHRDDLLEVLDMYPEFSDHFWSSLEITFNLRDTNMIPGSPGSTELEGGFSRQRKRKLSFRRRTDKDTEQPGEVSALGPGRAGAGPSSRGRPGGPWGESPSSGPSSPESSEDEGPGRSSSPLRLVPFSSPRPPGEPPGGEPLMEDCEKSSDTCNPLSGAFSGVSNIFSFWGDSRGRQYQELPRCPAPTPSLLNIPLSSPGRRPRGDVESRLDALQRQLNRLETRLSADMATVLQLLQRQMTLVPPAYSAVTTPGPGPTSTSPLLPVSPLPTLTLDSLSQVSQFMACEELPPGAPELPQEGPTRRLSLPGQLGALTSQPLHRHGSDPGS
KCNQ1 block: inhibitors of human KCNQ1 potassium channel | CHO-K1 KCNQ1, FluxOR thallium flux fluorescence; hits give high values | P51787 | actives 1.3% (n = 310,000) | B-score at 10 µM;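 active = compounds whose thallium flux B-score, printed positive for inhibition, exceeds three library SD while starting fluorescence stays within three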;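 also: channel opened by potassium depolarization with thallium stimulus after 20 min compound exposure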
GSK3A inh: blocks human GSK-3 alpha kinase; P49840; ADP-Glo luminescence, 60 min; inhibition, % at 10 µM; actives 0.1% (n = 320,000);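 in the data active = inhibition above about 50%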;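 also: GST-tagged GSK-3 alpha with peptide substrate and 25 µM ATP; 0% = DMSO neutral wells and 100% = GW8510 positive control wells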
PolyA inhibitor: yeast polyadenylation inhibition | calls only at 12 µM | actives 0.02% (n = 300,000) | S. cerevisiae SKY197-pL101 polyadenylation reporter, beta-gal luminescence; efflux-impaired pdr1/pdr3 knockout yeast; score 100 = 6 SD above DMSO;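 active = lowest replicate activity score at least 50, where 100 means six control SD above control mean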;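 also: yeast exposed to compound for 9 h at 30 °C; higher score means more reporter readthrough which indicates perturbed polyadenylation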
RGS4 block: human RGS4 inhibition; actives 0.45% (n = 310,000); P49798; HEK293 M3R/RGS4 inducible, Fluo-4 calcium flux; hits give high values; triggered by carbachol at its EC20; AID 463165; B-score at 10 µM;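 active = B-score, a plate-corrected calcium signal, over three deviations above library mean, with baseline fluorescence within five deviations of library mean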;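 also: RGS4 expression induced by doxycycline in cells with stable M3 receptor; B-score is computed from the integrated fluorescence ratio over baseline after carbachol; higher B-score means a larger calcium signal and so more RGS4 inhibition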
KCNK9 inh: inhibitors of human KCNK9 two-pore domain potassium channel | HEK293 KCNK9, FluxOR thallium flux fluorescence; hits give low values | Q9NPC2 | AID 488922 | actives 1.2% (n = 310,000) | B-score at 10 µM;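 active = ratio B-score over 3 SD below the library mean, with starting fluorescence within 5 SD of its mean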;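 also: negative B-score means less thallium flux so channel inhibition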
KCNQ1 pot: human KCNQ1 channel potentiation or activation; CHO-K1 KCNQ1, thallium flux FluxOR fluorescence; hits give high values; AID 2648; B-score at 10 µM; actives 0.35% (n = 310,000);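 active = fluorescence ratio B-score, a plate-corrected score, at least three library SD, with initial intensity B-score within 5 SD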
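Doses: Single concentration per compound, DMSO matched to controls | Test system: KCNQ1-transfected CHO-K1 cells | Timing: 90 min dye loading and 20 min compound exposure, both at room temperature | Measured by: Kinetic FluxOR thallium fluorescence, 10-s 1-Hz baseline, 110-s post-stimulus read | Medium: Assay buffer with matched DMSO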
KCNK3 block: human KCNK3 channel inhibition, primary screen; O14649; B-score at 10 µM; actives 0.84% (n = 340,000); CHO-KCNK3 thallium flux, FluxOR fluorescence; hits give low values; AID 602410;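 active = B-score under library mean minus 4 SD, starting fluorescence ratio at most library mean plus 5 SD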;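 also: more negative B-score means stronger inhibition of thallium flux through KCNK3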
Active calls of the source: *. The list is partial; count on the stated rates, not on these rows.

Screening CCN(CC)CCN(C)C(=O)c1ccc(OC2CCN(C(=O)C3CC3)CC2)cc1 returned RGS4 act inactive, Dyrk1A ADPGlo -7.2, GSK3beta inhib -0.5, hERG protect -8.7, KCNQ1 block inactive, GSK3A inh 0.9, PolyA inhibitor inactive, RGS4 block inactive, KCNK9 inh inactive, KCNQ1 pot inactive and KCNK3 block inactive.
COc1ccccc1CNC(=O)c1cc(C)nn1-c1ccccc1 was read as RGS4 act inactive, Dyrk1A ADPGlo -2.9, GSK3beta inhib 3.1, hERG protect -13.3, KCNQ1 block inactive, GSK3A inh -2.3, PolyA inhibitor inactive, RGS4 block inactive, KCNK9 inh inactive, KCNQ1 pot inactive and KCNK3 block inactive.
O=Cc1cc(N=Nc2ccc(S(=O)(=O)O)cc2)ccc1O was read as RGS4 act inactive, Dyrk1A ADPGlo 1.1, GSK3beta inhib 6.8, hERG protect -6.7, KCNQ1 block inactive, GSK3A inh -0.3, PolyA inhibitor inactive, RGS4 block inactive, KCNK9 inh inactive, KCNQ1 pot inactive and KCNK3 block inactive.
For Oc1ccc(/C=N/N=C/c2ccc(O)cc2)cc1 the results were RGS4 act inactive, Dyrk1A ADPGlo -2.0, GSK3beta inhib 1.1, hERG protect -8.7, KCNQ1 block inactive, GSK3A inh -0.6, PolyA inhibitor inactive, RGS4 block inactive, KCNK9 inh inactive, KCNQ1 pot inactive and KCNK3 block inactive.
Screening CC(=O)NC(Cc1cc(C)ccc1C)C(=O)N1CCN(C(=O)c2ccc(Br)cc2)CC1 (stereo not given) returned RGS4 act inactive, Dyrk1A ADPGlo 0.0, GSK3beta inhib 1.6, hERG protect -4.9, KCNQ1 block inactive, GSK3A inh 2.0, PolyA inhibitor inactive, RGS4 block inactive, KCNK9 inh inactive, KCNQ1 pot inactive and KCNK3 block inactive.
Screening O=C1NC(=O)C(c2ccc(Cl)cc2)N1 (stereo not given) returned RGS4 act inactive, Dyrk1A ADPGlo -3.1, hERG protect -8.4, KCNQ1 block inactive, GSK3A inh -2.4, PolyA inhibitor inactive, RGS4 block inactive, KCNK9 inh inactive, KCNQ1 pot inactive and KCNK3 block inactive.
`COc1cccc(-c2csc(N3CCN(C(=S)Nc4cccc(C)c4)CC3)n2)c1` gave RGS4 act inactive, Dyrk1A ADPGlo 4.8, GSK3beta inhib -0.5, hERG protect -18.9, KCNQ1 block inactive, GSK3A inh -0.5, PolyA inhibitor inactive, RGS4 block inactive, KCNK9 inh inactive, KCNQ1 pot inactive and KCNK3 block inactive.
Screening COC(=O)Cc1ccc(NC(=S)NCCC(C)C)cc1 returned RGS4 act inactive, Dyrk1A ADPGlo -2.1, GSK3beta inhib 1.2, hERG protect -8.1, KCNQ1 block inactive, GSK3A inh 1.2, PolyA inhibitor inactive, RGS4 block inactive, KCNK9 inh inactive, KCNQ1 pot inactive and KCNK3 block inactive.
`COc1ccc(C)cc1NCc1cccc(OC)c1OC` gave RGS4 act inactive, Dyrk1A ADPGlo 3.3, GSK3beta inhib 3.7, hERG protect -5.7, KCNQ1 block inactive, GSK3A inh -0.5, PolyA inhibitor inactive, RGS4 block inactive, KCNK9 inh inactive, KCNQ1 pot inactive and KCNK3 block inactive.
For CCSC(C)CC1C/C(=N/O)c2c(CC)noc2C1 (stereo not given) the results were RGS4 act inactive, Dyrk1A ADPGlo 11.5, GSK3beta inhib -0.9, hERG protect -3.9, KCNQ1 block inactive, GSK3A inh 1.1, PolyA inhibitor inactive, RGS4 block inactive, KCNK9 inh inactive, KCNQ1 pot inactive and KCNK3 block inactive.
For COc1ccc2c(c1)Sc1ccccc1N2CCN(C)C the results were RGS4 act inactive, Dyrk1A ADPGlo 7.6, GSK3beta inhib -4.8, hERG protect -8.8, KCNQ1 block inactive, GSK3A inh 0.5, PolyA inhibitor inactive, RGS4 block inactive, KCNK9 inh inactive, KCNQ1 pot inactive and KCNK3 block inactive.
O=C(O)CC(SCC(=O)NC1CCCc2ccccc21)C(=O)O (stereo not given) was read as RGS4 act inactive, Dyrk1A ADPGlo 4.4, GSK3beta inhib -3.2, hERG protect -12.7, KCNQ1 block inactive, PolyA inhibitor inactive, RGS4 block inactive, KCNK9 inh inactive, KCNQ1 pot inactive and KCNK3 block inactive.
Screening COc1ccc(OC)c(-n2nnnc2SCC(=O)Nc2ccccc2OC)c1 returned RGS4 act inactive, Dyrk1A ADPGlo -9.4, GSK3beta inhib 0.9, hERG protect -9.0, KCNQ1 block inactive, GSK3A inh -2.5, PolyA inhibitor inactive, RGS4 block inactive, KCNK9 inh inactive, KCNQ1 pot inactive and KCNK3 block inactive.
Screening O=C(N=C1SC2CS(=O)(=O)CC2N1Cc1ccccc1Cl)C1CCCO1 (stereo not given) returned RGS4 act inactive, Dyrk1A ADPGlo 6.7, GSK3beta inhib 2.7, hERG protect -4.7, KCNQ1 block inactive, GSK3A inh -2.5, PolyA inhibitor inactive, RGS4 block inactive, KCNK9 inh inactive, KCNQ1 pot inactive and KCNK3 block inactive.
`CCSc1nc(C2CC2)cc(-c2ccco2)c1C#N` gave RGS4 act inactive, Dyrk1A ADPGlo 1.1, GSK3beta inhib 0.3, hERG protect -11.5, KCNQ1 block inactive, GSK3A inh 2.6, PolyA inhibitor inactive, RGS4 block inactive, KCNK9 inh inactive, KCNQ1 pot inactive and KCNK3 block inactive.
For Cc1ccc(-c2nc(NC(=O)CSc3nnc4scc(-c5ccccc5)n34)ns2)cc1 the results were RGS4 act inactive, Dyrk1A ADPGlo -12.4, GSK3beta inhib 1.3, hERG protect -5.9, KCNQ1 block inactive, GSK3A inh -1.7, PolyA inhibitor inactive, RGS4 block inactive, KCNK9 inh inactive, KCNQ1 pot inactive and KCNK3 block inactive.
For Cc1ccc(C(=O)Nc2ccc(Cl)cc2C(F)(F)F)c(Cl)c1 the results were RGS4 act inactive, Dyrk1A ADPGlo -3.6, GSK3beta inhib 0.6, hERG protect -5.0, KCNQ1 block inactive, GSK3A inh 0.2, PolyA inhibitor inactive, RGS4 block inactive, KCNK9 inh inactive, KCNQ1 pot inactive and KCNK3 block inactive.
CCOC(=O)C1(CCc2ccccc2)CCN(Cc2ccc(OC)cc2)CC1 was read as RGS4 act inactive, Dyrk1A ADPGlo 1.2, GSK3beta inhib -8.3, hERG protect -24.4, KCNQ1 block inactive, GSK3A inh 6.9, PolyA inhibitor inactive, RGS4 block inactive, KCNK9 inh inactive, KCNQ1 pot inactive and KCNK3 block inactive.
`CC(Cc1cccnc1)NC(=O)c1cc(COc2ccc(F)cc2Cl)on1` (stereo not given) gave RGS4 act inactive, Dyrk1A ADPGlo 4.1, GSK3beta inhib -0.8, hERG protect -6.5, KCNQ1 block inactive, GSK3A inh -1.5, PolyA inhibitor inactive, RGS4 block inactive, KCNK9 inh inactive, KCNQ1 pot inactive and KCNK3 block inactive.
`CC1(C)C2CCC1(CS(=O)(=O)N1CCC(C(N)=O)CC1)C(=O)C2` (stereo not given) gave RGS4 act inactive, Dyrk1A ADPGlo 1.4, GSK3beta inhib 0.4, hERG protect -10.6, KCNQ1 block inactive, GSK3A inh -1.7, PolyA inhibitor inactive, RGS4 block inactive, KCNK9 inh inactive, KCNQ1 pot inactive and KCNK3 block inactive.
For CSc1nnc(SCC#N)s1 the results were RGS4 act inactive, GSK3beta inhib 5.3, hERG protect -10.0, KCNQ1 block inactive, GSK3A inh -1.1, PolyA inhibitor inactive, RGS4 block inactive, KCNK9 inh inactive, KCNQ1 pot inactive and KCNK3 block inactive.
Screening Cc1ccc(N2C(=O)C3C4C=CC(CC4)C3C2=O)c([N+](=O)[O-])c1 (stereo not given) returned RGS4 act inactive, Dyrk1A ADPGlo -0.2, GSK3beta inhib -3.4, hERG protect -1.8, KCNQ1 block inactive, GSK3A inh -1.8, PolyA inhibitor inactive, RGS4 block inactive, KCNK9 inh inactive, KCNQ1 pot inactive and KCNK3 block inactive.
CSc1ccccc1-c1nnc(-c2ccc(Cl)cc2)o1 was read as RGS4 act inactive, GSK3beta inhib 0.0, hERG protect -13.2, KCNQ1 block inactive, GSK3A inh -1.0, PolyA inhibitor inactive, RGS4 block inactive, KCNK9 inh inactive, KCNQ1 pot inactive and KCNK3 block inactive.
Screening COC(=O)Cc1[nH]nc2c1C(c1c[nH]c3ccccc13)C(C#N)=C(N)O2 (stereo not given) returned RGS4 act inactive, Dyrk1A ADPGlo 1.9, GSK3beta inhib -1.1, hERG protect -10.4, KCNQ1 block inactive, PolyA inhibitor inactive, RGS4 block inactive, KCNK9 inh inactive, KCNQ1 pot inactive and KCNK3 block inactive.
CCCN(Cc1ccccc1)C(=O)Nc1ccc2c(c1)nnn2C was read as RGS4 act inactive, Dyrk1A ADPGlo -6.0, GSK3beta inhib -2.9, hERG protect -3.9, KCNQ1 block inactive, GSK3A inh -0.3, PolyA inhibitor inactive, RGS4 block inactive, KCNK9 inh inactive, KCNQ1 pot inactive and KCNK3 block inactive.
`Cn1cnc(S(=O)(=O)Nc2ccc(OC(F)F)cc2)c1` gave RGS4 act inactive, Dyrk1A ADPGlo 0.1, GSK3beta inhib -1.1, hERG protect -2.0, KCNQ1 block inactive, GSK3A inh 0.2, PolyA inhibitor inactive, RGS4 block inactive, KCNK9 inh inactive, KCNQ1 pot inactive and KCNK3 block inactive.
`COc1ccc(OC)c(C(=O)CSc2nccc(-c3ccc(Br)cc3)n2)c1` gave RGS4 act inactive, GSK3beta inhib 2.8, hERG protect -5.6, KCNQ1 block inactive, GSK3A inh 2.1, PolyA inhibitor inactive, RGS4 block inactive, KCNK9 inh -9.36*, KCNQ1 pot inactive and KCNK3 block inactive.
Oc1cc(Br)ccc1C=Nc1ccc(N2CCCCC2)cc1 was read as RGS4 act inactive, Dyrk1A ADPGlo -6.3, GSK3beta inhib -1.1, hERG protect -9.6, KCNQ1 block inactive, GSK3A inh -1.4, PolyA inhibitor inactive, RGS4 block inactive, KCNK9 inh inactive, KCNQ1 pot inactive and KCNK3 block inactive.
`O=C(O/N=C/c1ccc(Br)cc1)c1ccc(F)cc1` gave RGS4 act inactive, Dyrk1A ADPGlo -11.7, GSK3beta inhib 3.6, hERG protect -3.3, KCNQ1 block inactive, GSK3A inh -0.7, PolyA inhibitor inactive, RGS4 block inactive, KCNK9 inh inactive, KCNQ1 pot inactive and KCNK3 block inactive.

From PubChem BioAssay
